NCI-60 one-dose screen, 48 h, at 10 µM unless noted. Numbers give growth in % (100 = growth as untreated, 0 = no growth, -100 = all killed).
U251 = U251 CNS tumor cells. 80,000 compounds, 5.4% hits
786-0 = 786-0 renal cancer cells. 81,000 compounds, 5.1% hits. AID 1794775
SF-295 = SF-295 CNS cancer cells. 79,000 compounds, 5.6% hits
SF-539 = SF-539 CNS cancer | 81,000 compounds, 6.8% hits | AID 1794752
TK-10 = TK-10 renal cancer cells; 81,000 compounds, 3.9% hits; AID 1794769
SN12C = SN12C renal cancer cells. 81,000 compounds, 3.8% hits. AID 1794767
PC-3 = PC-3 prostate cancer cells; 80,000 compounds, 3.9% hits
DU-145 = DU-145 prostate cancer; 81,000 compounds, 4.2% hits; AID 1794760
UO-31 = UO-31 renal cancer; 81,000 compounds, 5.2% hits
* hit, by the source's call; nt = no result given; & = joins results of further samples. Rule for the calls: active = growth percent below 10; inactive = the rest. This is a subset; count on the stated rates, not on these rows.

canonical_smiles	U251	786-0	SF-295	SF-539	TK-10	SN12C	PC-3	DU-145	UO-31
O=C1C(Cl)=C(N2CCOCC2)C(=O)c2ccccc21	67	111	93	117	127	105	72	114	52
Nc1c(C(=O)c2ccccc2)sc2nc3c(cc12)N1CCC3CC1	88	86	84	85	99	91	76	92	70
C[C@]12CC[C@H]3[C@@H](CC=C4c5nc(N)sc5CC[C@@]43C)[C@@H]1CC[C@@H]2O	97	100	100	99	102	94	98	103	96
Clc1ccccc1CC(c1ccccc1)N1CCCCC1 (stereo unspecified)	95	95	86	103	103	94	90	104	78
CC1(C)CC2(CC(C)(C)c3cc(O)c(O)cc32)c2cc(O)c(O)cc21	92	94	96	98	117	94	91	99	75
CCN(CC)CC(O)c1ccc(Cl)c(Cl)c1 (stereo unspecified)	100	101	97	97	105	98	93	117	92
CNCCc1ccc(OC)c(OC)c1	96	110	120	103	103	96	96	113	83
CCCCSP(=S)(SCCCC)SCCCC	106	101	107	95	nt	107	133	105	83
CN(C)C(C)(C)C(O)c1ccccc1 (stereo unspecified)	90	104	101	107	94	100	81	113	96
CC(=O)/C=C/c1ccc2c(c1)OCO2	nt	99	94	102	100	98	96	104	100

The closing 2 records of the part before lead into the next:
canonical_smiles	U251	786-0	SF-295	SF-539	TK-10	SN12C	PC-3	DU-145	UO-31
CN(C)C(C)(C)C(O)c1ccccc1 (stereo unspecified)	90	104	101	107	94	100	81	113	96
CC(=O)/C=C/c1ccc2c(c1)OCO2	nt	99	94	102	100	98	96	104	100
CCC(Br)(CC)C(N)=O	104	106	101	102	106	104	104	99	94
COP(=O)(CCBr)OC	99	108	94	104	103	101	97	122	91
CC(O)c1cccc(Br)c1 (stereo unspecified)	93	113	98	102	93	116	108	115	106
O=C1CC23c4ccccc4N4C(=O)CC5OCC=C6CN1C2CC6C5C43 (stereo unspecified)	101	99	119	98	104	108	105	108	89
O=C(NCCCCC(c1ccc(F)cc1)c1ccc(F)cc1)Nc1ccc([N+](=O)[O-])c(C(F)(F)F)c1	2.5*	-15*	-4.6*	-28*	10	7.2*	-4.8*	21	0.0*
CC1=C(CN)C2=C(C)C3(CC3)[C@@](C)(O)C(=O)C2=C1	84	99	79	95	102	90	88	48	90
CC/C(=C/c1ccc2c(c1)OCO2)[N+](=O)[O-]	110	101	98	98	115	93	105	105	87
CC(Cl)(Cl)C(=O)O	106	99	105	94	108	112	106	105	85
C[C@H](N)[C@H](O)c1ccc(O)c(O)c1	105	99	109	103	96	84	91	115	85
Nc1nc(N)c2c3c([se]c2n1)CCCCC3	93	104	76	nt	116	111	89	102	85
C1CCC(N2OC23CCCCC3)CC1 (stereo unspecified)	105	96	108	105	112	103	101	109	90
Cc1cccc(C)c1OC(=O)C(Cl)(Cl)Cl	86	102	92	105	110	96	93	116	91
Clc1ccc(Cn2c(-c3cscn3)nc3ccccc32)cn1	112	107	103	106	102	106	103	109	78
Cc1ccc(S(=O)(=O)F)cc1	101	95	105	91	108	96	97	123	81
c1cc2c(c(NC3=NCCCS3)c1)CCCC2	103	102	82	99	90	98	91	108	79
C#CC1(O)CCC(C(C)(C)C)CC1 (stereo unspecified)	106	107	98	102	106	104	97	114	108
Nc1ccc(N)cc1 (tested in a mixture with another compound)	105	100	97	98	nt	95	108	118	76
Nc1ncnc2c1c(C(=O)NO)cn2C1OC(CO)C(O)C1O (stereo unspecified)	12	9.4*	-48*	-32*	6.3*	-32*	-21*	-32*	-58*
CCC(C)/C=C(C)/C=C/C(=O)c1c(O)c(-c2ccc(O)cc2)c[nH]c1=O (stereo unspecified)	41	50	57	62	27	60	45	25	35
CCN(CC)CCOC(=O)C(OCCCc1ccccc1)(c1ccccc1)c1ccccc1	80	68	109	98	72	78	66	94	65
OCC(O)Cc1ccc2c(c1)OCO2 (stereo unspecified)	108	95	97	101	90	111	101	109	95
NC(CO)Cc1ccccc1 (stereo unspecified)	94	98	98	99	100	98	95	113	93
Oc1cc(Cl)ccc1Oc1ccc(Cl)cc1Cl	8.2*	86	7.4*	15	102	11	39	14	-0.6*
COC(=O)c1ccc(NC(=O)Oc2ccc(N(CCCl)CCCl)cc2)cc1	46	27	24	16	112	37	65	34	30
[Cl][Hg][c]1ccc2ccccc2c1	93	-92*	17	-14*	-95*	-67*	-35*	-22*	-89*
CC1C2Cc3ccc(O)cc3C1(C)CCN2CC1CC1 (stereo unspecified)	102	105	99	95	99	106	98	117	86
CC(C)c1cccc(C(C)C)c1O	100&97	108&108	103&101	97&115	95&116	104&108	94&100	116&109	88
c1cc2c(cc1C1(N3CCCC3)CCCCC1)OCO2	106	99	97	101	93	nt	98	101	93
O=[N+]([O-])/C=C/c1ccccc1Cl	100	102	99	106	91	109	104	98	81
c1cc2c(c3c1CCNC3)OCO2	93	96	96	105	101	100	102	120	90

Compounds listed so far that have a Cl atom:
canonical_smiles	U251	786-0	SF-295	SF-539	TK-10	SN12C	PC-3	DU-145	UO-31
O=C1C(Cl)=C(N2CCOCC2)C(=O)c2ccccc21	67	111	93	117	127	105	72	114	52
Clc1ccccc1CC(c1ccccc1)N1CCCCC1 (stereo unspecified)	95	95	86	103	103	94	90	104	78
CCN(CC)CC(O)c1ccc(Cl)c(Cl)c1 (stereo unspecified)	100	101	97	97	105	98	93	117	92
CC(Cl)(Cl)C(=O)O	106	99	105	94	108	112	106	105	85
Cc1cccc(C)c1OC(=O)C(Cl)(Cl)Cl	86	102	92	105	110	96	93	116	91
Clc1ccc(Cn2c(-c3cscn3)nc3ccccc32)cn1	112	107	103	106	102	106	103	109	78
Oc1cc(Cl)ccc1Oc1ccc(Cl)cc1Cl	8.2*	86	7.4*	15	102	11	39	14	-0.6*
COC(=O)c1ccc(NC(=O)Oc2ccc(N(CCCl)CCCl)cc2)cc1	46	27	24	16	112	37	65	34	30
[Cl][Hg][c]1ccc2ccccc2c1	93	-92*	17	-14*	-95*	-67*	-35*	-22*	-89*
O=[N+]([O-])/C=C/c1ccccc1Cl	100	102	99	106	91	109	104	98	81

More records.
canonical_smiles	U251	786-0	SF-295	SF-539	TK-10	SN12C	PC-3	DU-145	UO-31
CCCCCC(C)NC(=O)CCl (stereo unspecified)	94	99	nt	100	92	103	107	103	84
NC1CCOC1=O (stereo unspecified)	104	98	nt	100	108	112	100	104	90
CC(Br)c1ccccc1 (stereo unspecified)	108	102	105	105	114	106	83	113	93
COc1ccccc1NC1=N[C@]23CC(=O)CC[C@]2(C)[C@H]2CC[C@]4(C)C(=O)CC[C@H]4[C@@H]2C[C@@H]3S1	108	99	95	96	103	102	93	99	75
COc1cc2c(cc1OC)C13CCN4CC5=CCOC6CC(=O)N2C1C6C5CC43 (stereo unspecified)	98&98	100&112	134&105	80&97	138&112	91&97	40&95	116&123	93&88
N/N=C(N)/C(N)=N/N	103	109	111	104	110	nt	91	114	81
NC(=O)c1c(Br)c(Br)c(Br)c(Br)c1C(=O)O (tested in a mixture with another compound)	96&95	104&109	nt	98&97	123&122	93&88	87&91	108&112	51&72
CC1(C)N=C(N)N=C(N)N1c1cccc(CCCCc2ccc(Cl)c(S(=O)(=O)F)c2)c1	35	6.0*	39	20	55	30	24	47	92
CNC(C)C(O)c1ccccc1 (stereo unspecified)	98&102	106&97	100&101	96	98&107	100&99	102&101	103&125	95
CC(=O)[C@H]1CC[C@@]2(O)[C@@H]3CCC4=CC(=O)CC[C@]4(C)[C@H]3CC[C@]12C	109	108	109	99	104	111	105	107	100

In another format: results already given
Values run as follows: U251 | 786-0 | SF-295 | SF-539 | TK-10 | SN12C | PC-3 | DU-145 | UO-31
CNC(C)C(O)c1ccccc1 (stereo unspecified)
 : 98&102 | 106&97 | 100&101 | 96 | 98&107 | 100&99 | 102&101 | 103&125 | 95
CC(=O)[C@H]1CC[C@@]2(O)[C@@H]3CCC4=CC(=O)CC[C@]4(C)[C@H]3CC[C@]12C
 : 109 | 108 | 109 | 99 | 104 | 111 | 105 | 107 | 100

Later entries.
canonical_smiles	U251	786-0	SF-295	SF-539	TK-10	SN12C	PC-3	DU-145	UO-31
COC1=CC(=O)OC(CCc2ccc3c(c2)OCO3)C1 (stereo unspecified)	89	112	116	103	102	107	106	122	101
CN(C)c1ccc(C=C(C#N)C#N)cc1	104	103	112	106	118	107	92	113	91
S=C1NP(=S)(S)Nc2ccccc21 (stereo unspecified)	104	101	102	97	135	96	94	115	62
O=c1cccc2n1C[C@H]1C[C@@H]2CN2CCCC[C@@H]12	106	105	102	97	102	98	127	128	99
O=C(CF)NC(Cc1c[nH]c2ccccc12)C(=O)O (stereo unspecified)	48	112	101	110	108	93	100	114	68
CC(=O)O[C@H](C[C@H](C(C)C)N(C)C(=O)[C@@H](NC(=O)[C@H]1CCCCN1C)C(C)(C)C)c1nc(C(=O)N[C@@H](Cc2ccccc2)C[C@H](C)C(=O)O)cs1	11	11	-0.6*	-11*	53	18	25	0.6*	43
N#CC(C#N)=Cc1c[nH]c2ccccc12	98	100	100	100	114	103	90	nt	92
CC1CCCN(C(c2ccccc2)C(O)c2ccccc2)C1 (stereo unspecified)	95	92	102	105	102	96	92	108	95
O=[N+]([O-])c1cc(I)cc([N+](=O)[O-])c1	107	112	110	101	117	103	93	105	108
CN(C)c1n[nH]c(N)n1	nt	102	104	110	98	103	111	101	87
O=C1CC2(CC3(Cl)C(Cl)=C(Cl)C2(Cl)C3(Cl)Cl)C(=O)O1 (stereo unspecified)	107	96	100	114	99	107	94	101	64
CN(C)Cc1c[nH]c2ccc(OCc3ccccc3)cc12	84	84	91	86	89	93	63	97	83
Cc1cccc(C)c1CCl	99	99	99	101	102	103	97	105	83
Oc1c(Br)c(Br)c(Br)c(Br)c1Br	116	105	105	98	83	103	105	111	82
O=[N+]([O-])c1[nH]cnc1Br	96&102&104	102&101&97	101&106&77	98&99&102	99&98&114	98&80&107	95&89&84	104&113&110	91&89&80
O=C(O)c1ccc(Cl)nc1	93	104	95	96	nt	99	96	124	95
O=C1NC(=S)NC(=O)C1=Cc1ccccc1	103	123	98	103	182	106	96	122	88
CC(C)CCS(=O)(=O)C(c1ccccc1)c1ccccc1	106	97	91	102	103	96	89	100	89
CC(Cc1ccccc1)NC(N)=O (stereo unspecified)	99&94	94&103	102&109	109&97	87&107	110&99	100	114&104	98&92

From PubChem BioAssay
